High-throughput results deposited in PubChem by Broad Institute.
TcdB GH inh – TcdB glycohydrolase inhibition | P18177 | TcdB glycohydrolase enzymatic assay, plate reader | inhibition, % at 9.99 µM | 350,000 compounds, 0.24% hits | AID 652162; in the data active = inhibition above about 10%
Target sequence (P18177 whole entry, looked up): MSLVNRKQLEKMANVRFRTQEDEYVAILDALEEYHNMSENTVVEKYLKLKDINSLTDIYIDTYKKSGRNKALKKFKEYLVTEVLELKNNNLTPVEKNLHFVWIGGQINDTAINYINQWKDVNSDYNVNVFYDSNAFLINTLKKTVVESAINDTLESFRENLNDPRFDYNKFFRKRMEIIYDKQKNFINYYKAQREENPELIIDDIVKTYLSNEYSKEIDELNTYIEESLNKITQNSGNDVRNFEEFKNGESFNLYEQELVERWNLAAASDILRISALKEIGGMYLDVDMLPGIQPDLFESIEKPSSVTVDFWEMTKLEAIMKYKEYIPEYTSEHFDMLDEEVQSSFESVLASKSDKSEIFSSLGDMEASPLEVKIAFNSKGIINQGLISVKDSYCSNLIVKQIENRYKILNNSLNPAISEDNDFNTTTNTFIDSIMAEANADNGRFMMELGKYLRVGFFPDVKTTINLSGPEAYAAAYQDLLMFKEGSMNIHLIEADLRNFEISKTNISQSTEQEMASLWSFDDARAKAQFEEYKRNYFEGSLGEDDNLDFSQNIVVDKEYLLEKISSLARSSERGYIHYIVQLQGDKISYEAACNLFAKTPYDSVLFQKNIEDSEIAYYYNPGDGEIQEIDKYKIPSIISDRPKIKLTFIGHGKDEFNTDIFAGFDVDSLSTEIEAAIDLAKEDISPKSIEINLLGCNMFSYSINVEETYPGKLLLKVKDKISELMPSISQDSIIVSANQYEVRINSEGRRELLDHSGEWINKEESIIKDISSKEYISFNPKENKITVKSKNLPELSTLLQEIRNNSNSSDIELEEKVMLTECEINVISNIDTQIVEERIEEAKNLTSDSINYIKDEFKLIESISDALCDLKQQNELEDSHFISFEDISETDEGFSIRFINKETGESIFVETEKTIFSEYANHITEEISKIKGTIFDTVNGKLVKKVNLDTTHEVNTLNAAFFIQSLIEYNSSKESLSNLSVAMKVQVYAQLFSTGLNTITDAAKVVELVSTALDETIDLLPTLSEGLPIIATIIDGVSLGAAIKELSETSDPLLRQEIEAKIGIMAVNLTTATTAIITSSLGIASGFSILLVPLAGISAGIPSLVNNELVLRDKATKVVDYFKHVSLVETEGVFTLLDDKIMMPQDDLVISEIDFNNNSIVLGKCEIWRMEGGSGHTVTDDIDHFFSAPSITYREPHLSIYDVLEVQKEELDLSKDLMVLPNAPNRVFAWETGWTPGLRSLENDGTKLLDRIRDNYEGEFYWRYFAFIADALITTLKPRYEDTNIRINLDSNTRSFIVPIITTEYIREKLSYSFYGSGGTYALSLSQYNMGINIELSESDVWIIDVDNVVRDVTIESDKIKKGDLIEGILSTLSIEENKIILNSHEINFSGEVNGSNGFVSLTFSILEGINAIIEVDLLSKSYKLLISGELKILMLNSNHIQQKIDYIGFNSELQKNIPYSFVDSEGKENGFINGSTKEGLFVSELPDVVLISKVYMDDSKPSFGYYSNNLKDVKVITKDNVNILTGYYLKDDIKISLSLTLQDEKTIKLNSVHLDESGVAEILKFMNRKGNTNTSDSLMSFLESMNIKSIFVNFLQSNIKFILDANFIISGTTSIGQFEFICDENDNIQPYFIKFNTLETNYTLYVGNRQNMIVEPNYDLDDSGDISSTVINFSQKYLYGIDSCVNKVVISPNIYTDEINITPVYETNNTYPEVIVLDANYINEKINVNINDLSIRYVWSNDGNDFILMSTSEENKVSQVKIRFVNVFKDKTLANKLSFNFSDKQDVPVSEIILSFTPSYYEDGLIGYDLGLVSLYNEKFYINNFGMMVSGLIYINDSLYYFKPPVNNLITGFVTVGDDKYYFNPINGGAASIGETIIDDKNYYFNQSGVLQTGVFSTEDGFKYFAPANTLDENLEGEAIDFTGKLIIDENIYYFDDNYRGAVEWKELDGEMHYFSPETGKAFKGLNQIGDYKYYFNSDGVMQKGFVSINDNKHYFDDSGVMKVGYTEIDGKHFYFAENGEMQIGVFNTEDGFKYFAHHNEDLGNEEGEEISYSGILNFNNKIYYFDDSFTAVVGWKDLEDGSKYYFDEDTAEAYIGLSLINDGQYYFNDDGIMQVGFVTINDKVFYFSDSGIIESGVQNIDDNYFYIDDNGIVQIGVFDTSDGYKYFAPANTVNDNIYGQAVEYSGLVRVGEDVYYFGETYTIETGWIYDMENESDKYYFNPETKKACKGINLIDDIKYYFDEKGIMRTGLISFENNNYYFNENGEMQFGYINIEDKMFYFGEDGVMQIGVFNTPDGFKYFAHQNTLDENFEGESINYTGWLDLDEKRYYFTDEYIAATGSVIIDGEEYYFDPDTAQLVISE
Numbers without * were called inactive. These rows are one share of the data; the hit share may differ from the screen's.

SMILES,TcdB GH inh
O=C(C[C@H]1CC[C@@H](NC(=O)c2ccc3c(c2)OCO3)[C@H](CO)O1)NCc1ccc(Cl)cc1,-0.7
C[C@H](NC(=O)C[C@H]1CC[C@@H]2[C@H](COC[C@@H](O)CN2C(=O)Nc2ccccc2)O1)c1ccccc1,-0.8
C[C@H](CO)N1C[C@H](C)[C@H](CN(C)CC2CC2)Oc2ccc(NC(=O)C3CCCCC3)cc2C1=O,-1.5
CCCNC(=O)[C@H]1[C@H](CO)[C@H]2Cn3c(ccc(/C=C/c4ccccc4)c3=O)[C@@H]1N2C(=O)c1ccccc1,1.4
COCC(=O)N1C[C@H](C)[C@H](OC)CN(C)C(=O)c2ccc(NC(=O)c3ccc(F)cc3)cc2OC[C@H]1C,-0.1
C[C@H]1CN([C@@H](C)CO)C(=O)Cc2cc(NS(=O)(=O)c3ccccc3)ccc2O[C@H]1CN(C)C(=O)Nc1cccc2ccccc12,0.1
COCC#Cc1cnc2c(c1)C(=O)N([C@@H](C)CO)C[C@H](C)[C@@H](CN(C)Cc1ccc3c(c1)OCO3)O2,-1.6
COc1cccc(S(=O)(=O)N[C@H]2C=C[C@@H](CC(=O)NC3Cc4ccccc4C3)O[C@@H]2CO)c1,-1.6
CN1C[C@H]2[C@@H](c3ccccc31)[C@@H](CO)N2C(=O)Nc1cccc(F)c1,-0.9
O=C(C[C@H]1C=C[C@@H](NC(=O)C2CC2)[C@@H](CO)O1)Nc1nccs1,-0.3

Shown field by field: 3 of the compounds above.
Molecule: CCCNC(=O)[C@H]1[C@H](CO)[C@H]2Cn3c(ccc(/C=C/c4ccccc4)c3=O)[C@@H]1N2C(=O)c1ccccc1
  TcdB GH inh: 1.4
Molecule: COc1cccc(S(=O)(=O)N[C@H]2C=C[C@@H](CC(=O)NC3Cc4ccccc4C3)O[C@@H]2CO)c1
  TcdB GH inh: -1.6
Molecule: O=C(C[C@H]1CC[C@@H](NC(=O)c2ccc3c(c2)OCO3)[C@H](CO)O1)NCc1ccc(Cl)cc1
  TcdB GH inh: -0.7

Carrying on:
SMILES,TcdB GH inh
Cc1noc(C)c1S(=O)(=O)Nc1ccc2c(c1)C(=O)N([C@@H](C)CO)C[C@H](C)[C@H](CN(C)C(=O)Nc1ccccc1)O2,0.3
CCCN1C[C@@H](C)[C@@H](OC)CN(C)C(=O)c2ccc(NC(=O)Nc3cccc(OC)c3)cc2OC[C@@H]1C,0.8
COC(=O)N(C)C[C@H]1OCc2ccccc2-c2ccccc2C(=O)N([C@@H](C)CO)C[C@@H]1C,0.4
O=C(C1CCOCC1)N1C[C@H]2[C@@H](c3ccccc31)[C@H](CO)N2C(=O)c1ccccc1,-0.3
C[C@H](CO)N1C[C@H](C)[C@H](CN(C)Cc2ccccc2F)Oc2cc(C3=CCCCC3)ccc2S1(=O)=O,0.6
C[C@H](CO)N1C[C@H](C)[C@H](CN(C)CC2CC2)Oc2c(NC(=O)c3ccc(-c4nccs4)cc3)cccc2C1=O,-1.5
C[C@@H]1CN([C@@H](C)CO)C(=O)c2cccc(NC(=O)CCCCCC(=O)Nc3ccccc3N)c2O[C@@H]1CN(C)S(=O)(=O)c1ccc(Cl)cc1,-5.8
O=C(C[C@H]1CC[C@H](NC(=O)c2ccncc2)[C@@H](CO)O1)NCC1CCCCC1,2.1
O=C(C[C@H]1CC[C@@H](NC(=O)Cc2ccccn2)[C@@H](CO)O1)NCCc1ccncc1,-2.0
COCC(=O)N1C[C@@H]2[C@H](c3ccccc31)[C@H](CO)N2Cc1cc(F)ccc1F,-0.8

(next part)
SMILES,TcdB GH inh
CO[C@H]1CN(C)C(=O)c2cc(NC(=O)c3ccc(F)cc3)ccc2OC[C@@H](C)N(C(C)=O)C[C@H]1C,1.0
CCCNC(=O)N(C)C[C@@H]1Oc2cc(-c3cncnc3)ccc2S(=O)(=O)N([C@@H](C)CO)C[C@H]1C,0.4
CO[C@@H]1CN(C)C(=O)c2cc(NC(=O)c3cnccn3)ccc2OC[C@H](C)N(C(C)=O)C[C@@H]1C,0.1
CCCC(=O)Nc1ccc2c(c1)C(=O)N(C)[C@H]1CC[C@H](CC(=O)NCCN3CCCCC3)O[C@@H]1CO2,0.7
Cc1noc(C)c1NC(=O)N(C)C[C@H]1Oc2ccc(NC(=O)CCCCCC(=O)Nc3ccccc3N)cc2C(=O)N([C@@H](C)CO)C[C@H]1C,0.4
C[C@H](CO)N1C[C@H](C)[C@H](CN(C)C(=O)c2ccccc2)Oc2cc(C#CC3(O)CCCC3)ccc2S1(=O)=O,0.8
COc1ccccc1NC(=O)N[C@H]1C=C[C@@H](CC(=O)N[C@@H](C)c2ccccc2)O[C@@H]1CO,-0.1
C[C@H](CO)N1C[C@H](C)[C@@H](CN(C)S(=O)(=O)c2ccccc2F)Oc2cc(C#Cc3cccc(F)c3)ccc2S1(=O)=O,-1.0
CO[C@@H]1CN(C)C(=O)c2cc(NS(=O)(=O)c3ccccc3)ccc2OC[C@H](C)N(C)C[C@@H]1C,-0.3
O=C(C[C@@H]1CC[C@H]2NC[C@@H](O)COC[C@@H]2O1)NC1Cc2ccccc2C1,-0.9

Continued.
SMILES,TcdB GH inh
COc1ccc(NC(=O)N2C[C@@H]3[C@H](c4ccccc42)[C@H](CO)N3C(=O)C2CCCCC2)cc1,-0.8
CC(C)NC(=O)N1CC2(C1)[C@@H](c1ccccc1)[C@@H](CO)N2C(=O)C1CCCCC1,-0.2
COC(=O)[C@@H]1[C@@H](CO)[C@@H]2Cn3c(ccc(-c4ccc(F)cc4)c3=O)[C@@H]2N1Cc1ccccn1,0.5
COc1ccc(NC(=O)Nc2cccc3c2O[C@@H](CN(C)S(=O)(=O)c2ccccc2)[C@H](C)CN([C@@H](C)CO)C3=O)cc1,0.5
C[C@@H]1CCCCO[C@@H](CN(C)C(=O)Cc2ccccc2)[C@H](C)CN([C@@H](C)CO)C(=O)c2cc(NS(=O)(=O)c3ccc(Cl)cc3)ccc2O1,-1.3
COc1cccc(NC(=O)C[C@H]2CC[C@@H]3[C@H](COc4ccc(NC(=O)C5CC5)cc4C(=O)N3C)O2)c1,-1.9
CCC(=O)N[C@@H]1C=C[C@H](CC(=O)NCC2CC2)O[C@H]1CO,-0.3
C[C@@H]1CN([C@@H](C)CO)S(=O)(=O)c2ccc(C3=CCCC3)cc2O[C@H]1CN(C)Cc1ccccc1F,-3.1
CCCNC(=O)Nc1ccc2c(c1)OC[C@@H](C)N(C(=O)C1CC1)C[C@H](C)[C@H](OC)CN(C)C2=O,-11
C[C@H]1CN([C@@H](C)CO)C(=O)c2cc(NS(=O)(=O)c3ccccc3)ccc2O[C@H]1CN(C)S(=O)(=O)c1ccccc1,0.4

(continued)
SMILES,TcdB GH inh
C[C@@H]1CN([C@H](C)CO)C(=O)Cc2cc(NC(=O)Nc3ccc4c(c3)OCO4)ccc2O[C@@H]1CN(C)C(=O)NC1CCCCC1,1.6
O=C(Nc1ccccc1)[C@H]1[C@H](CO)[C@H]2Cn3c(cccc3=O)[C@@H]1N2Cc1ccncc1,-0.8
O=S(=O)(c1cccs1)N1CCCCN2[C@H](CO)[C@H](c3ccc(Br)cc3)[C@@H]2C1,0.2
O=C(C[C@H]1C=C[C@H](NS(=O)(=O)c2cccc(F)c2)[C@@H](CO)O1)NCc1ccc2c(c1)OCO2,-0.2
CCC(=O)N1[C@H](CN(C)C(C)=O)[C@H](c2ccc(-c3cccnc3)cc2)[C@@H]1CO,-0.4
CC(C)NC(=O)N(C)C[C@@H]1Oc2ncc(C3=CCCCC3)cc2C(=O)N([C@@H](C)CO)C[C@H]1C,-1.8
O=S(=O)(N[C@@H]1CC[C@@H](CCn2cc(-c3ccccn3)nn2)O[C@H]1CO)c1cccc(Cl)c1,0.4
CO[C@H]1CN(C)C(=O)c2ccc(NC(=O)C3CC3)cc2OC[C@@H](C)N(CC2CCCC2)C[C@@H]1C,-15
Cc1cccc(-c2ccc([C@H]3[C@H](CO)N4C(=O)CN(C(=O)Cc5ccccn5)C[C@@H]34)cc2)c1,0.8
CN1[C@@H]2Cn3c(ccc(/C=C/c4ccccc4)c3=O)[C@H]1[C@@H](C(=O)NC1CCCC1)[C@@H]2CO,0.4

The list goes on.
SMILES,TcdB GH inh
C/C=C/c1ccc([C@@H]2[C@@H](CNC(=O)CC)N(C(=O)CC)[C@H]2CO)cc1,-1.3
C[C@@H]1CN([C@H](C)CO)C(=O)c2cc(NC(=O)Cc3ccccc3)ccc2O[C@@H]1CN(C)Cc1ccncc1,-0.2
C[C@H]1CN([C@@H](C)CO)C(=O)c2cccc(NC(=O)Nc3ccc4c(c3)OCO4)c2O[C@@H]1CN(C)CC1CC1,-0.6
C[C@@H]1CN([C@@H](C)CO)C(=O)c2cc(NS(=O)(=O)c3cccs3)ccc2O[C@@H](C)CCCCO[C@H]1CN(C)C(=O)CCCN(C)C,0.5
COc1ccc(CN2C[C@H](O)COC[C@H]3O[C@@H](CC(=O)N4CCc5ccccc5C4)CC[C@@H]32)cc1,-0.5
C[C@@H]1CN([C@@H](C)CO)C(=O)c2cc(NC(=O)C3CC3)ccc2O[C@@H]1CN(C)Cc1ccc(Oc2ccccc2)cc1,0.3
Cc1noc(C)c1S(=O)(=O)N(C)C[C@@H]1OCCCC[C@@H](C)Oc2ccc(NC(=O)Nc3ccc(F)cc3)cc2C(=O)N([C@@H](C)CO)C[C@H]1C,0.2
O=C(NCCN1CCOCC1)[C@@]1(CCS(=O)(=O)c2ccccc2)COC(c2ccc(OCCCO)cc2)=N1,-1.0
C[C@@H]1CCCCO[C@H](CN(C)C(=O)c2ccncc2)[C@H](C)CN([C@@H](C)CO)C(=O)c2cc(NS(=O)(=O)c3ccc(F)cc3)ccc2O1,0.2
COc1ccc(S(=O)(=O)Nc2cccc3c2O[C@H](CN(C)C(=O)NC2CCCCC2)[C@H](C)CN([C@@H](C)CO)C3=O)cc1,-1.9

(next part)
SMILES,TcdB GH inh
COc1ccc(CN(C)C[C@H]2OCCCC[C@H](C)Oc3ccc(NS(C)(=O)=O)cc3C(=O)N([C@@H](C)CO)C[C@@H]2C)cc1,0.0
N#C[C@H]1[C@@H](c2ccccc2C2=CCCC2)[C@H](CO)N1C(=O)C1CC1,-0.2
O=C(C[C@H]1C[C@H]2c3cc(NC(=O)CC4CC4)ccc3O[C@H]2[C@H](CO)O1)NCc1cccc(F)c1,-1.5
C[C@H]1CN([C@@H](C)CO)S(=O)(=O)c2ccc(/C=C/c3ccccc3)cc2O[C@H]1CN(C)C(=O)Nc1cccc(F)c1,-1.1
C[C@@H]1CN([C@@H](C)CO)C(=O)c2cc(NC(=O)Nc3cccc4ccccc34)ccc2O[C@@H](C)CCCCO[C@@H]1CN(C)C(=O)c1ccccc1,-1.0
C[C@H](CO)N1C[C@H](C)[C@H](CN(C)Cc2ccccn2)Oc2cc(-c3ccc(C#N)cc3)ccc2S1(=O)=O,0.2
O=C(c1cccnc1)N1C[C@@H]2N[C@H](C1)C2c1ccc(-c2ccccc2)cc1 (stereo partly specified),-0.3
O=C(C[C@@H]1C[C@@H]2c3cc(NC(=O)c4ccc5c(c4)OCO5)ccc3O[C@@H]2[C@@H](CO)O1)NCc1ccccn1,3.6
CN(C)C(=O)c1ccc(-c2ccc3c(c2)[C@@H]2[C@@H](CCN2C(=O)c2cnccn2)[C@@H](CO)N3)cc1,0.7
C[C@@H]1CCCCO[C@@H](CN(C)C(=O)Nc2cccc3ccccc23)[C@H](C)CN([C@H](C)CO)C(=O)c2cc(NC(=O)Cc3ccccc3)ccc2O1,-0.4

(further entries)
SMILES,TcdB GH inh
CCCC(=O)Nc1ccc2c(c1)OC[C@H](C)N(C(=O)c1ccncc1)C[C@@H](C)[C@@H](OC)CN(C)C2=O,1.1
CC(=O)Nc1ccc2c(c1)C(=O)N(C)[C@H]1CC[C@@H](CC(=O)NCc3ccccc3)O[C@@H]1CO2,-1.1
O=S(=O)(c1ccc(-c2ccccc2)cc1)N1C[C@@H]2N[C@H](C1)[C@@H]2c1ccc(-c2cccnc2)cc1,1.8
C[C@H](CO)N1C[C@H](C)[C@H](CN(C)S(=O)(=O)c2ccc(F)cc2)Oc2ccc(NS(C)(=O)=O)cc2C1=O,0.9
C[C@@H]1CN([C@H](C)CO)C(=O)c2cccc(NS(=O)(=O)c3ccc(Cl)cc3)c2O[C@H]1CN(C)CC1CCCCC1,0.0
COc1ccccc1S(=O)(=O)N(C)C[C@H]1Oc2cc(C#CCC3CCCC3)ccc2S(=O)(=O)N([C@H](C)CO)C[C@@H]1C,0.3
N#C[C@@H]1[C@@H](c2ccccc2C2=CCCCC2)[C@@H](CO)N1C(=O)Cc1ccncc1,0.1
C[C@@H]1CCCCO[C@H](CN(C)C(=O)Nc2ccccc2)[C@H](C)CN([C@@H](C)CO)C(=O)c2cc(NC(=O)Nc3ccc(F)cc3)ccc2O1,-0.3
CN1C(=O)c2cc(NS(=O)(=O)c3ccc(F)cc3)ccc2OC[C@@H]2O[C@H](CC(=O)NCC(F)(F)F)CC[C@H]21,-0.1
O=C(Cc1ccccc1)N1C[C@@H]2[C@H](c3ccccc31)[C@@H](CO)N2C(=O)c1ccc(F)cc1,0.3
C[C@H]1CN([C@@H](C)CO)C(=O)c2cc(NC(=O)Nc3ccc(C(F)(F)F)cc3)ccc2O[C@@H]1CN(C)Cc1ccncc1,0.6
CC=Cc1ccc2n(c1=O)C[C@@H]1[C@@H](CO)[C@H](C(=O)NCC3CC3)[C@H]2N1S(=O)(=O)c1cn(C)cn1 (mixture of isomers),3.3

4 compounds drawn at random from those above:
SMILES,TcdB GH inh
C[C@@H]1CCCCO[C@H](CN(C)C(=O)Nc2ccccc2)[C@H](C)CN([C@@H](C)CO)C(=O)c2cc(NC(=O)Nc3ccc(F)cc3)ccc2O1,-0.3
COc1ccccc1S(=O)(=O)N(C)C[C@H]1Oc2cc(C#CCC3CCCC3)ccc2S(=O)(=O)N([C@H](C)CO)C[C@@H]1C,0.3
O=C(Cc1ccccc1)N1C[C@@H]2[C@H](c3ccccc31)[C@@H](CO)N2C(=O)c1ccc(F)cc1,0.3
O=S(=O)(c1ccc(-c2ccccc2)cc1)N1C[C@@H]2N[C@H](C1)[C@@H]2c1ccc(-c2cccnc2)cc1,1.8
